Compound activity as filed in PubChem BioAssay.
GPR151 activ: activates the human receptor GPR151; Q8TDV0; PathHunter beta-arrestin GPR151 cells, luminescence; activation, % at 11.2 µM; 1% of 650,000 active; AID 1508602; in the data active = activation above about 4.9%;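 note: 0% = median of compound wells and 100% = cells with positive control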
Target sequence (Q8TDV0 whole entry, looked up): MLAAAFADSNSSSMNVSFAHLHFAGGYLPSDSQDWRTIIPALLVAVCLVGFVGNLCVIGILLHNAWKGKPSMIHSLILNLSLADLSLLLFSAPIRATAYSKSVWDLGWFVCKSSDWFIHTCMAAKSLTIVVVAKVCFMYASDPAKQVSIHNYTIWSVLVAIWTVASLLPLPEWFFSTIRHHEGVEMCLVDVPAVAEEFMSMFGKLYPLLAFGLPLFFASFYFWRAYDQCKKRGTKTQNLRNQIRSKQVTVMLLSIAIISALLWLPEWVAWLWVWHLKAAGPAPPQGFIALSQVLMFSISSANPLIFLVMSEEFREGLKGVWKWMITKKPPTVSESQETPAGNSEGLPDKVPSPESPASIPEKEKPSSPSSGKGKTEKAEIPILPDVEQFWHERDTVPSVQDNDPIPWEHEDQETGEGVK
MITF primary: human MITF inhibition, primary screen | O75030 | AlphaScreen MITF homodimerization, bead proximity signal | inhibition, % at 2.6 µM | 0.91% of 650,000 active; in the data active = inhibition above about 50%;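 note: 0% = vehicle wells with protein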
TEAD-YAP block: TEAD-YAP interaction inhibition | HEK-TIYL cells, TEAD-Gal4/YAP UAS-luciferase luminescence | inhibition, % at 9.12 µM | AID 1259422 | 1.4% of 640,000 active; in the data active = inhibition above about 32%;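 note: 0% = median of test compound wells and 100% = reference inhibitor wells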
FBW7 act: activators of human E3 ligase FBW7; AlphaScreen FBW7–phospho-cyclin E peptide binding, activator screen; Q969H0; normalized activity (activation), % at 26.1 µM; 0.13% of 650,000 active; in the data active = normalized activity above about 1.9%;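 note: purified mutant Fbw7 with reduced substrate affinity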
Starred values were filed as active, the others as inactive; & = joins results of further samples.

SMILES	GPR151 activ	MITF primary	TEAD-YAP block	FBW7 act
CCOc1ccc2sc(NC3OC(=O)c4c3ccc(OC)c4OC)nc2c1 (stereo not drawn)	-1.2	5	12	-0.3
COCC(C)NC(=O)c1noc2c1CCc1cc(OC)ccc1-2 (stereo not drawn)	-3.1	6	-52	0.3
CC(C)[C@H](Cn1nnc2ccccc21)NC(=O)c1cc2ncccn2n1	-0.6	-2	-6	0.9
Nc1ccc2nc(-c3cnccn3)[nH]c2c1	-4.3	33	-33	-0.5
Cn1c(SCC(=O)N2CCCC2)nnc1-c1cnccn1	0.5	10	0	0.0
CCOC(=O)c1c(NC(=O)c2ccc(S(=O)(=O)N(CC(C)C)CC(C)C)cc2)sc2c1CCN(C(=O)OCC)C2	-1.0	18	-15	0.4
Cc1cc(C)c2c(N)c(C(=O)N3CCCCCC3)sc2n1	-1.0	0	3	-0.1
CSc1ccccc1-c1ccc(OCc2ccccn2)nc1	-0.7	22	-5	0.8
O=C(CN1CCOCC1)Nc1ccccc1N1CCOCC1	2.0	87*	7	0.1
COc1cc(C2NC(=S)NC(C)=C2C(N)=O)ccc1O (stereo not drawn)	-0.1	-6	12	0.9

By substructure: the entries above containing sulfur.
SMILES	GPR151 activ	MITF primary	TEAD-YAP block	FBW7 act
CCOc1ccc2sc(NC3OC(=O)c4c3ccc(OC)c4OC)nc2c1 (stereo not drawn)	-1.2	5	12	-0.3
Cn1c(SCC(=O)N2CCCC2)nnc1-c1cnccn1	0.5	10	0	0.0
CCOC(=O)c1c(NC(=O)c2ccc(S(=O)(=O)N(CC(C)C)CC(C)C)cc2)sc2c1CCN(C(=O)OCC)C2	-1.0	18	-15	0.4
Cc1cc(C)c2c(N)c(C(=O)N3CCCCCC3)sc2n1	-1.0	0	3	-0.1
CSc1ccccc1-c1ccc(OCc2ccccn2)nc1	-0.7	22	-5	0.8
COc1cc(C2NC(=S)NC(C)=C2C(N)=O)ccc1O (stereo not drawn)	-0.1	-6	12	0.9

Further records follow.
SMILES	GPR151 activ	MITF primary	TEAD-YAP block	FBW7 act
CC(C)Oc1ccc(CC(=O)c2ccc(O)cc2O)cc1	-2.0	-3	66*	0.1
COC(=O)C1=C(C)N(c2cccc(OC)c2)C(=O)/C1=C\c1ccco1	1.0	4	-16	-0.2
CCc1ccc(NC(=O)c2ccc(OC)c(OC)c2)cc1	-5.0	3	-50	0.0
O=[N+]([O-])c1ccccc1-c1nc(-c2cccnc2)no1	-0.7	-4	-45	-0.4
CN(C)S(=O)(=O)c1ccc(S(=O)(=O)N2CCC(N3CCCCC3)CC2)cc1	1.2	-1	1	-0.1
Cc1cc2cc(CNC(=O)c3ccc(S(=O)(=O)N4CCOCC4)cc3)ccc2n1C	-0.3	-2	8	0.1
COc1cc(/C=N/n2cnnc2)ccc1OCc1ccc([N+](=O)[O-])cc1	2.3	-3	-78	-0.1
COc1ccc(NC(=O)c2oc3ccccc3c2NC(=O)Cc2cccs2)cc1	-0.2	-3	4	-0.3
NC(=O)c1ccc(-c2nc3ccc(C(N)=O)cc3s2)cc1	1.4	23	15	0.1
O=C(CSc1nnc2c3ccccc3n(CCc3ccccc3)c2n1)Nc1ccc(F)c(Cl)c1	0.6	1	15	-0.2
CC(C)(C)NC(=O)Cn1nc2c3ccccc3nc(C(C)(C)C)n2c1=O	1.0	-7	-8	-0.1
O=C(/C=C/c1ccccn1)c1ccc2c(c1)OCO2	-2.1	-12	-21	0.0
CCc1nnc(N/N=C\c2ccc(OC(C)=O)c(OC)c2)n1N	-0.2	-29	-1	-0.8
Cn1nnnc1SCC(=O)Nc1nc(-c2ccccc2)c(-c2ccccc2)o1	-1.2	7	6	0.0
Cc1cc(-n2c(SCC(=O)NC3CCCCC3)nc3ccsc3c2=O)ccc1Cl	0.7	-4	-7	0.0
O=C(Nc1ccc(Cc2ccncc2)cc1)c1cccc(Cl)c1	0.8	5	2	0.7
COC(=O)c1c(C)oc2cc(Br)c(OC(C)C(=O)OC)cc12 (stereo not drawn)	-1.1	2	6	0.0
Cn1ccc(CC(=O)N2CCOc3ccc(CN4CCCC4)cc3C2)c1	-0.2	7	-12	-0.1
Cc1ccc([N+](=O)[O-])cc1S(=O)(=O)NCCC1=CCCCC1	-1.3	-1	-6	-0.1
CCC(=O)Nc1ccc2nc(SCC(=O)Nc3cccc(Cl)c3C)sc2c1	-0.1	0	17	0.0
O=C1c2ccccc2C(=O)C1c1ccc(Cl)cc1	2.6	5	5	-0.1
CCNc1nccc(NCCc2ccc(OC)cc2)n1	0.8	-13	13	0.0
CCn1c(=O)c(-c2ccc3ccccc3n2)cc2ccccc21	0.7	-15	-26	0.0
CCCn1c2ccccc2c2nnc(SCCN3CCOCC3)nc21	-1.1	10	2	0.0
O=C(NCCCN1CCCCC1)c1cc(-c2ccncc2)nc2ccccc12	0.8	-5	-12	-0.3
COc1ccc(C(=O)C2CCN(CC(=O)Nc3nccs3)CC2)cc1	1.1	-6	8	0.2
N#CC(C#N)=C1C=C2C=C(N3CCCCC3)CCC2CC1 (stereo not drawn)	0.8	5	9	0.2
CCOC(=O)N1CCN(C(=O)c2ccc(N3CC4CC(C3)c3cccc(=O)n3C4)c(NC(=O)c3ccc(OC)cc3)c2)CC1 (stereo not drawn)	-0.6	-8	-8	-0.1
Cn1cc(CN2CCC3(CCC(CNC(=O)c4ccccc4)O3)CC2)cn1 (stereo not drawn)	0.8	3	10	-0.1
CC(CCc1ccccc1)NC(=O)CCCC1=NS(=O)(=O)c2ccccc2N1 (stereo not drawn)	0.0	-3	-4	-0.3
CCC(=O)Nc1ccc(S(=O)(=O)Nc2ncccn2)cc1	-0.8	6	11	0.4
O=C(NNC1=NCCC1)c1ccccc1	1.6	12	-3	0.0
O=C(Nc1ccc(-c2ccncc2)nc1)C1COc2ccccc2O1 (stereo not drawn)	1.1	-1	3	-0.7
S=c1[nH]nc(-c2ccncc2)n1/N=C/c1ccc(Br)cc1	-1.0	-8	7	0.0
CCOCCOC(=O)C1=C(C)NC(=O)CC1c1cccc([N+](=O)[O-])c1 (stereo not drawn)	0.2	7	1	-0.1
CCCOc1ccc(N2CC(C(=O)NC3=NCCS3)CC2=O)cc1 (stereo not drawn)	-0.2	10	-3	-0.2
CCCOC(=O)Nc1ccc(Cl)cc1C(=O)c1ccccc1	-0.7	1	-7	0.2
CCC(C(=O)N1CCC2(CC1)CC(=O)c1ccccc1O2)c1ccccc1 (stereo not drawn)	0.5	-2	-6	0.0
Cc1ccc(NS(=O)(=O)c2cc(C(=O)N3CCOCC3)ccc2Cl)c(C)c1	0.7	6	-1	-0.3
Cc1[nH]nc2c1C(c1ccccc1[N+](=O)[O-])N(c1ccc(Br)cc1)C2=O (stereo not drawn)	-0.5	10	5	0.6

Four entries out of the list, arranged by length of the SMILES, descending.
SMILES	GPR151 activ	MITF primary	TEAD-YAP block	FBW7 act
CCC(C(=O)N1CCC2(CC1)CC(=O)c1ccccc1O2)c1ccccc1 (stereo not drawn)	0.5	-2	-6	0.0
CCC(=O)Nc1ccc(S(=O)(=O)Nc2ncccn2)cc1	-0.8	6	11	0.4
CCCOC(=O)Nc1ccc(Cl)cc1C(=O)c1ccccc1	-0.7	1	-7	0.2
O=C(NNC1=NCCC1)c1ccccc1	1.6	12	-3	0.0

In a second layout: two of the compounds above
CCC(C(=O)N1CCC2(CC1)CC(=O)c1ccccc1O2)c1ccccc1 (stereo not drawn)
  GPR151 activ = 0.5; MITF primary = -2; TEAD-YAP block = -6; FBW7 act = 0.0

Cc1ccc(NS(=O)(=O)c2cc(C(=O)N3CCOCC3)ccc2Cl)c(C)c1
  GPR151 activ = 0.7; MITF primary = 6; TEAD-YAP block = -1; FBW7 act = -0.3

The main list resumes with the 3 entries that preceded the break.
SMILES	GPR151 activ	MITF primary	TEAD-YAP block	FBW7 act
CCC(C(=O)N1CCC2(CC1)CC(=O)c1ccccc1O2)c1ccccc1 (stereo not drawn)	0.5	-2	-6	0.0
Cc1ccc(NS(=O)(=O)c2cc(C(=O)N3CCOCC3)ccc2Cl)c(C)c1	0.7	6	-1	-0.3
Cc1[nH]nc2c1C(c1ccccc1[N+](=O)[O-])N(c1ccc(Br)cc1)C2=O (stereo not drawn)	-0.5	10	5	0.6
CC(C)C(NC(=O)c1ccccc1)C(=O)N1CCN(c2ccc(O)cc2)CC1 (stereo not drawn)	2.5	-3	-7	-0.1
C=CCNC(=O)c1cc(=O)[nH]c(=O)[nH]1	1.6	1	6	-0.1
C/C(CC(=O)NC1CCCC1)=N\NC(=O)C1CCCCC1	0.1	8	-22	0.1
COc1cc(OC)cc(-c2nc(-c3ccccc3)c(-c3cccc4ccccc34)[nH]2)c1	1.9	21	0	0.4
C/C(=N\NC(=O)c1cccc(Cl)c1)c1ccc(N)cc1	-0.6	22	-61	1.6
CCCOC(=O)C1=C(C)NC2=C(C(=O)CC(C)(C)C2)C1c1ccco1 (stereo not drawn)	4.4&0.2	-5&-15	8&6	0.0&0.1
COc1ccc(-n2c(=O)cc(N3CCN(c4ccccc4F)CC3)[nH]c2=O)cc1	-0.3	-7	-6	0.0
Cc1cc(=O)n2[nH]c(C(F)(F)F)c(-c3ccccc3)c2n1	0.1	18	8	0.4
COc1ccc(CN2C(=O)NC(=O)/C(=C\c3cccs3)C2=O)cc1	0.9	3	4	-0.5
CCOC(=O)c1cccc(CNC(=O)[C@H](CCSC)N2Cc3ccccc3C2=O)c1	0.6	-1	6	-0.1
Cc1cc(C)n2nc(SCc3ccc([N+](=O)[O-])cc3)nc2n1	0.1	-4	-6	-0.1
CCOc1ccc(CNc2nc3ccccc3n2CCN2CCOCC2)cc1	0.0	8	-4	0.5
CNCc1ccc(-c2ccc(Br)cc2)o1	-0.2	11	-3	0.0
CCCCN1C(=O)c2ccc(C(=O)Nc3cc(Cl)ccc3C(=O)O)cc2C1=O	7.2*	3	8	0.2
CCC(C(=O)N1CCc2cc(OC)c(OC)cc2C1COc1ccc(C(=O)OC)cc1)c1ccccc1 (stereo not drawn)	0.8	17	-4	-0.1
COc1ccc(-c2[nH]nc3nc(-c4ccc(O)c(OC)c4)cc(C(=O)O)c23)cc1	-1.4	1	-1	-0.1
O=C(Nc1ccc(NC(=O)c2ccco2)nc1)c1ccccn1	-3.8	12	-8	0.0
O=C1CC(c2ccc(Cl)cc2)CC2=C1C(c1ccc(F)cc1)N(C(=O)Cc1ccccc1)c1ccccc1N2 (stereo not drawn)	-0.3	5	3	0.1
Clc1ccc(OCc2nnc(SCCN3CCOCC3)n2Cc2ccco2)cc1	-0.2	-3	-11	-0.3
O=C(CNC(=O)c1cccc(F)c1)N/N=C/c1ccc(C(=O)O)cc1	1.8	7	-7	0.0
CCOC(=O)c1ccc(NC(=O)CSc2cn(CCNC(=O)c3ccccc3OC)c3ccccc23)cc1	-0.5	11	9	0.3
COc1cc2c(cc1OC)C(COc1ccc(F)cc1)N(C(=O)c1cccc(F)c1)CC2 (stereo not drawn)	-0.3	-2	3	0.1

Outcome played no part in choosing rows; about 3.4% have a hit in one of these screens.
